High-throughput results deposited in PubChem by several laboratories.
CHRM4 PAM – potentiates acetylcholine response at human M4 receptor; P08173; CHO-K1 hM4/Gqi5, Fluo-8 calcium fluorescence, ACh EC20; 0% = ACh EC20, 100% = maximal ACh; activation, % at 3 µM; 0.4% of 360,000 active; AID 624126;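 active = activation above its plate's cutoff, the mean activation of sample wells plus 3 SD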; also: some results filed as inactive read as strong as hits
Target sequence (P08173 whole entry, looked up): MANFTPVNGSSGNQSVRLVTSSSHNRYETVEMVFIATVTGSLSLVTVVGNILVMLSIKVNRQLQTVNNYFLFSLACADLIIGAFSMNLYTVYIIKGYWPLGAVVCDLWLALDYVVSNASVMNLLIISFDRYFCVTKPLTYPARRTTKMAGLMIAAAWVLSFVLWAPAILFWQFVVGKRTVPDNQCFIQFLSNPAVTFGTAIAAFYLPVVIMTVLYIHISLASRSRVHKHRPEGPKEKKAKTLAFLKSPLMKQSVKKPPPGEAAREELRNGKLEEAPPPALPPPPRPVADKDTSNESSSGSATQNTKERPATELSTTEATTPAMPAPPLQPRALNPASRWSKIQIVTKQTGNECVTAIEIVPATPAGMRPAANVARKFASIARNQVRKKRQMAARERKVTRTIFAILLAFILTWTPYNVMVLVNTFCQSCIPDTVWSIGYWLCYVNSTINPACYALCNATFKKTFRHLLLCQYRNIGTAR
TAAR1 antag – human TAAR1 antagonism. CHO RD-HGA16 TAAR1, Fluo-8 calcium fluorescence, antagonist. 1.5% of 360,000 active. inhibition, % at 3 µM. Q96RJ0;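 active = inhibition above a per-plate cutoff, the mean inhibition of test compounds on that plate plus 3 SD, cut at about 49% in these data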;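 also: 0% = DMSO plus EC80 beta-PEA response and 100% = DMSO alone without agonist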
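Assay system: RD-HGA16 CHO cells with stable hTAAR1 and Gα16 / Reagent: EC80 β-phenethylamine stimulus / Doses: 3 µM, single point / Timing: dye loading 75 min at 37 °C, then 30 min room temperature / Measured by: Fluo-8 intracellular calcium dye fluorescence, real-time kinetic reads / Controls: vehicle wells and EC80 agonist wells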
CHO-K1 Ca PAM – M1 PAM counterscreen hit in parental CHO-K1 cells | ATP EC20, Fluo-8 calcium fluorescence; 0% at ATP EC20, 100% at ATP max | activation, % at 3 µM | 0.02% of 360,000 active | AID 602247;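 active = activation above the run cutoff, the mean activation of all test compounds plus 3 SD, cut at about 40% in these data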;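 also: peak over basal fluorescence ratio in a 140 s read after ATP addition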
M5 antag – blocks acetylcholine activation of human M5 receptor. P08912. CHO-hM5 cells, Fluo-8 calcium fluorescence, ACh EC80. inhibition, % at 3 µM. 0.59% of 360,000 active;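 active = inhibition above a per-plate cutoff, the mean of that plate's test compounds plus 3 SD, cut at about 27% in these data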;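 also: 0% = acetylcholine EC80 with DMSO and 100% = DMSO without agonist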
Target sequence (P08912 whole entry, looked up): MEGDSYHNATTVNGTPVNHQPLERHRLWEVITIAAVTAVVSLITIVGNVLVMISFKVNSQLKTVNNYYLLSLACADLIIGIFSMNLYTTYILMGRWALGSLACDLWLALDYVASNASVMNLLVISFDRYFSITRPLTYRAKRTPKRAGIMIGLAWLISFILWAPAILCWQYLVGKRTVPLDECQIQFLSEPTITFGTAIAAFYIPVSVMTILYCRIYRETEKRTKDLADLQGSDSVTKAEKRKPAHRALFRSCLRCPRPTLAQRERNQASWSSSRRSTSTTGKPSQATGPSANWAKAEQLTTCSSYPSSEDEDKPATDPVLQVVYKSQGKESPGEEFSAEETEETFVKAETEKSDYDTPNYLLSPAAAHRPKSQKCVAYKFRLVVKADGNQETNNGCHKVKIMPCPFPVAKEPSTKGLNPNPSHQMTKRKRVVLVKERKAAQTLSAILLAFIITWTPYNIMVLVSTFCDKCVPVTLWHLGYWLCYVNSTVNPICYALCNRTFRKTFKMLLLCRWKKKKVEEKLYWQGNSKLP
CRFR2-BP antag – CRF-BP/CRF-R2 complex antagonism | inhibition, % at 11.8 µM | HEK293 CRF-R2/CRF-BP, CRF-induced calcium fluorescence | 0.59% of 350,000 active | AID 588475;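 active = inhibition of the ligand-induced calcium signal above about 50% at the single tested concentration, limit read from the data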
CRFBP-R2 agonist – CRF-BP/CRF-R2 complex agonism; activation, % at 13.2 µM; 0.46% of 350,000 active; AID 588473; HEK293 CRF-R2/CRF-BP, calcium dye fluorescence (FLIPR); percent of saturating CRF peptide response;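 active = activation of at least 50%, plus an integration ratio under a set limit after plate pattern correction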;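 also: plate controls were neutral control wells without compound for no effect and CRF at EC100 for full effect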
TAAR1 ag – agonists of human TAAR1. activation, % at 3 µM. AID 624467. CHO RD-HGA16 TAAR1, Fluo-8 calcium fluorescence; vehicle wells 0%, saturating PEA agonist 100%. Q96RJ0. 0.99% of 360,000 active;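 active = activation above the mean activation of all test compounds in the run plus 3 SD, cut at about 38% in these data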
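Assay system – CHO-derived RD-HGA16 cells with stable Gα16 and human TAAR1 · Compound dosing – one-point dosing at 3 µM (nominal) · Incubation – 17-24 h seeding, 75 min 37 °C dye, 30 min RT · Measured by – kinetic Fluo-8 calcium fluorescence · Control set – DMSO vehicle as 0%, PEA at EC100 as 100% · Repeats – single well for each compound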
CHRM5 agonist – CHRM5 agonism in calcium assay; P08912; CHO-K1 hM5 cells, Fluo-8 calcium fluorescence; 0% DMSO wells, 100% maximal acetylcholine response; activation, % at 3 µM; 0.19% of 360,000 active; AID 624037;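 active = activation above the run's mean over test compounds plus 3 SD, cut at about 23% in these data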;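 also: signal is peak over basal fluorescence ratio across the kinetic read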
M5 PAM – potentiates acetylcholine response at human M5 receptor; CHO-K1 hM5, Fluo-8 calcium, ACh EC20 PAM; 0% = ACh EC20, 100% = ACh EC100; activation, % at 3 µM; 0.3% of 360,000 active;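 active = activation above the run cutoff, the mean activation of all test compounds plus 3 SD, cut at about 18% in these data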
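system = human M5 receptor in CHO-K1 cells | compound = one concentration, 3 µM final (nominal) | schedule = Post-acetylcholine fluorescence recording 140 s | signal = Fluo-8 calcium dye fluorescence, kinetic read | benchmarks = low control EC20 acetylcholine (0%), high control EC100 acetylcholine (100%) | repeats = singlicate, one well per test compound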
* = called active by the depositor; / = not tested or not shown.

Second line of a record – CHRM4 PAM	TAAR1 antag	CHO-K1 Ca PAM	M5 antag	CRFR2-BP antag	CRFBP-R2 agonist	TAAR1 ag	CHRM5 agonist	M5 PAM
CC(C)c1ccc(NC(=O)COc2nnc(-c3cccs3)c(-c3cccs3)n2)cc1
    -4	-15	2	-5	-3	1.0	5	-7	14
COC(=S)Nc1cccc(C(F)(F)F)c1
    -2	-14	8	-24	10	-5.3	-2	-3	13
O=C(CN1C(=O)NC2(CCCC2)C1=O)OCCOc1cccc(Br)c1
    5	-5	5	-3	-5	1.5	1	0	3
Cc1ccccc1CSc1nnc(-c2ccncc2)n1C
    -7	-4	19	15	-7	-0.5	1	-6	-1
COc1cc(/C=C(/NC(=O)c2ccc(Cl)cc2Cl)C(=O)O)cc(OC)c1OC
    -3	-8	11	-6	-6	-0.1	-1	1	7
COc1ccc(Br)cc1C(=O)Nc1ccccc1N1CCN(C(=O)c2ccccc2)CC1
    -10	20	-11	9	-12	2.4	3	2	-2
CCCC(=O)N(CCN1CCOCC1)c1nc2c(C)ccc(C)c2s1
    -2	7	18	11	10	-1.6	2	-3	-2
CN(C)CCNC(=O)Cn1ccc2cc(S(=O)(=O)N3CCCCC3)ccc21
    1	-25	15	12	6	0.9	3	-6	-2
CCn1cc(/C=C(\NC(=O)c2ccccc2OC)C(=O)NCCN2CCOCC2)c2ccccc21
    2	-16	-3	7	13	-1.4	13	2	-4
NC(=O)c1ccc(NC(=O)COC(=O)CCSc2ccccc2)cc1
    11	-10	-9	-2	-12	-0.2	3	10	7
Cc1nn(C)cc1CNC(=O)CCC(=O)O
    7	1	21	-4	-17	0.8	1	-2	0
CSc1c(CN2CCN(C)CC2)c2ccccc2n1C
    -9	-16	12	10	5	-2.7	1	-16	-4
Nc1nnc(SCC(=O)NNC(=O)c2ccccc2)s1
    -2	-18	1	2	-6	0.3	5	-4	7
Cc1ccc(/C=N/NC(=O)c2nnn(-c3nonc3N)c2CSc2ccc(Cl)cc2)o1
    -1	16	-4	-6	21	-0.2	1	-5	5
CCNC(=S)N(CCN(CC)CC)Cc1cc2cc3c(cc2[nH]c1=O)OCO3
    -3	2	15	18	17	0.2	-1	-6	-1
NNC(=O)Cn1c(-c2ccccn2)nc2ccccc21
    -14	-7	5	20	-16	-0.3	4	2	-14
COc1ccccc1N1CCN(C(=O)c2cc(-c3ccccc3)on2)CC1
    4	-7	2	-4	-19	-0.6	5	-4	7
CN(Cc1cccnc1)C(=O)CC1C(=O)NCCN1CC(c1ccccc1)c1ccccc1 (centres undefined)
    8	3	10	4	0	-0.9	4	-2	-5
Cc1ccc(S(=O)(=O)N(C)c2ccc(NS(C)(=O)=O)cc2)cc1
    -4	-2	20	-1	1	-0.1	9	-2	-2
Cc1cc(Cl)cc2c1NC(=O)[C@]21[C@@H]2C(=O)N(Cc3ccccc3)C(=O)[C@@H]2[C@@H]2CCCN21
    3	19	-4	6	-20	-0.8	15	0	-18
CC(NS(=O)(=O)c1cc(C(F)(F)F)ccc1Cl)C(=O)N(C)C1CCN(C)CC1 (centres undefined)
    11	-7	10	1	13	2.3	5	-8	1
CCN(CC)C(=O)[C@H]1C[C@H](CC(=O)NCc2cccc(C(F)(F)F)c2)C(=O)N2CCc3c([nH]c4cc(CCC(=O)N(C)C)ccc34)[C@]12C
    2	-55	12	5	-5	1.4	1	-2	-3
COc1ccc(CCN2CC(C(=O)NCCc3ccccc3C(F)(F)F)CCC2=O)cc1 (centres undefined)
    0	-42	-12	-5	3	-1.3	-1	-4	1
COc1ccc2[nH]cc(CCCN3C(=O)c4ccccc4C3=O)c2c1
    -5	1	13	4	-12	0.2	1	2	0
Cc1ccc(NC(=O)CN(C)C(=O)c2cccc(S(=O)(=O)NCc3ccccc3)c2)cc1
    -4	-22	-6	-1	0	0.4	3	0	-6
C=CC[C@@H](Cc1ccc(F)cc1)C(=O)OC[C@@H]1CCCN1C(=O)[C@@H](CC=C)CC(=O)N[C@@H](CO)Cc1ccccc1
    4	10	13	11	-11	-1.0	8	1	-6
COc1cccc(-c2noc(C3CCCN(C(=O)Cc4ccccc4)C3)n2)c1 (centres undefined)
    -3	18	0	-2	13	-3.8	0	0	-3
Cn1nnnc1NC(=O)c1ccccc1Cl
    4	-5	19	-1	-4	-0.3	5	4	8
COc1ccccc1NC(=O)c1cnc2n(c1=O)CCS2
    -1	1	14	-3	13	-2.3	9	4	3
CC(=O)c1ccc(NC(=O)/C(Cl)=C/c2ccccc2)cc1
    -1	1	26	5	-3	-3.0	4	-3	-3

Ordered by the number under M5 antag (largest number first): some entries from above.
mol,CHRM4 PAM,TAAR1 antag,M5 antag,CRFR2-BP antag,CRFBP-R2 agonist,CHRM5 agonist,M5 PAM
CCCC(=O)N(CCN1CCOCC1)c1nc2c(C)ccc(C)c2s1,-2,7,11,10,-1.6,-3,-2
COc1ccccc1N1CCN(C(=O)c2cc(-c3ccccc3)on2)CC1,4,-7,-4,-19,-0.6,-4,7
COc1cc(/C=C(/NC(=O)c2ccc(Cl)cc2Cl)C(=O)O)cc(OC)c1OC,-3,-8,-6,-6,-0.1,1,7

Going on with the list:
Second line of a record – CHRM4 PAM	TAAR1 antag	CHO-K1 Ca PAM	M5 antag	CRFR2-BP antag	CRFBP-R2 agonist	TAAR1 ag	CHRM5 agonist	M5 PAM
Cc1c(NC(=O)CSc2nnnn2-c2ccc(F)cc2)c(=O)n(-c2ccccc2)n1C
    -8	-17	-4	1	0	-4.0	2	0	-2
CC(O)C(C(=O)OCc1ccc([N+](=O)[O-])cc1)N1C(=O)c2ccccc2C1=O (centres undefined)
    -12	-7	13	-3	14	-1.8	6	-2	-7
CCN1CCCC1CNS(=O)(=O)c1c(C)cc(C)cc1C (centres undefined)
    -9	-4	-2	22	-1	1.0	-1	-4	-4
Cc1ccc(/C=N/NC(=O)Cn2nc(C)c([N+](=O)[O-])c2C)o1
    -2	-20	-21	10	19	-0.6	4	-2	-3
C=CCn1sc(=N)c(C#N)c1N
    2	10	7	4	-3	2.0	7	3	-4
CCCOCC(O)COc1ccccc1C(=O)N1CCOCC1 (centres undefined)
    -6	3	6	7	2	-0.9	1	-4	-31
CC1(c2ccccn2)Nc2ccccc2-c2nc3ccccc3n21 (centres undefined)
    11	12	23	-6	-12	-0.2	8	1	-1
Cc1ccc(NC=C(S(=O)(=O)c2ccccc2)S(=O)(=O)c2ccccc2)cc1
    3	14	22	-1	-7	7.8	2	-3	2
CCOC(=O)c1sc(=S)n(-c2cc(F)ccc2F)c1N
    -2	-5	3	-3	-19	-4.0	10	-3	-2
Cc1cc(C(=O)COC(=O)c2cc(Cl)c(O)c(Cl)c2)c(C)n1C
    -1	-10	-16	8	12	-0.5	-1	4	1
Cc1cc(Cl)c(S(=O)(=O)N2CCN(c3cccc(C)c3C)CC2)cc1OCC(N)=O
    -1	-3	16	-5	-26	-0.2	7	5	3
O=C(CCC1CCCCC1)NC1=NCCS1
    11	0	-5	-9	-19	3.3	8	0	1
CC(C)N1CCN(C(=O)c2ccc([N+](=O)[O-])cc2)CC1
    4	-14	11	-2	6	-0.5	1	-1	4
CC(=O)N(CN1C(=O)CCC1=O)c1ccc(Cl)c(Cl)c1
    4	-12	17	9	22	-0.2	1	-3	0
Cc1ccc(S(=O)(=O)NC(=O)C2(C)CCN2C(=O)C2(c3ccc(Cl)cc3)CCC2)cc1 (centres undefined)
    4	-26	12	11	/	/	1	4	5
N#CC1=C(SCC(=O)Nc2ccccc2)NC(=O)CC1c1ccco1 (centres undefined)
    1	3	3	-6	-2	2.0	13	5	1
O=C(NC1CC1)C1CC(=O)N(c2ccccc2)C1 (centres undefined)
    7	-18	6	30*	1	-2.2	4	-4	-9
CNC(=O)CN(c1ccc(F)cc1)S(=O)(=O)c1cc(C)ccc1OC
    -1	15	-5	2	-3	-1.2	1	-3	-2
Cc1cccc(NC(=O)NC2(C(=O)NCc3ccco3)CCCCC2)c1
    5	-11	5	4	2	1.4	-1	2	-1
O=C(Nc1cccc(Br)c1)c1ccccc1-c1ccccc1
    6	-2	27	2	26	-1.1	-2	-5	-3
CC(C(=O)N/N=C/c1ccc(N(C)C)c(Br)c1)N(c1ccccc1)S(C)(=O)=O (centres undefined)
    -5	-7	10	1	-16	-1.4	6	0	-9
COC(=O)C1=C(C)N(CCCC(=O)O)C(=O)NC1c1ccccc1OS(=O)(=O)c1ccc([N+](=O)[O-])cc1 (centres undefined)
    10	7	6	0	4	4.0	4	1	2
O=C(CN1C(=O)NC(Cc2ccccc2)C1=O)Nc1ccccc1 (centres undefined)
    5	2	16	3	11	-2.5	5	-2	-1
Cn1nc(C(C)(C)C)cc1C(=O)NCc1cc(F)cc2c1OCOC2
    -12	50*	-14	29*	-3	-0.7	9	7	-28
CC1CCCC(C)N1/N=C/C=C/c1ccccc1[N+](=O)[O-] (centres undefined)
    -6	-19	25	14	15	-6.7	-3	-4	-7
CC(=O)NC(c1ccccc1)c1nc(-c2ccc(Cl)cc2)cs1 (centres undefined)
    12	-11	-1	-11	/	/	1	1	-1

2 entries from above, as tab-separated lines:
Molecule	CHRM4 PAM	TAAR1 antag	CHO-K1 Ca PAM	M5 antag	CRFR2-BP antag	CRFBP-R2 agonist	TAAR1 ag	CHRM5 agonist	M5 PAM
CCOC(=O)c1sc(=S)n(-c2cc(F)ccc2F)c1N	-2	-5	3	-3	-19	-4.0	10	-3	-2
Cc1cc(C(=O)COC(=O)c2cc(Cl)c(O)c(Cl)c2)c(C)n1C	-1	-10	-16	8	12	-0.5	-1	4	1
